# TCR activator: Activators of T cell receptors: qHTS campaign. primary human leukocytes, anti-CD3, IL-2 HTRF, 48 h. Potency, µM (doses to about 9.22 µM), without a hit: top-dose activation of IL-2 secretion, actives largely listed as activators. 330,000 tested, under 10 active; note: % of control where 0% means no effect
#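 1) Mix primary human leukocytes, a-CD3 beads and compound. 2) Incubate 48 hr. 3) Add HTRF IL-2 reagents (a-IL-2-K, a-IL-2-d2).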
# TSHR antagonist: Antagonists of the Thyroid Stimulating Hormone Receptor: HTS campaign | TSHR-expressing cells, TSH-stimulated cAMP HTRF, 2 h; hits give low values | activity change, negative = inhibition, % at 11.5 µM | hit rate 0.2% among 330,000;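 active = activity change below a set negative limit, meaning inhibition stronger than a set level, cut at about -70% in these data; inconclusive = activity change between two set negative limits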; note: % is set by controls: 0 for no effect and ±100 for the full control effect
#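 Inhibition of cAMP made by TSHR-expressing cells under TSH stimulation (4nM final, EC80; 2 h, 37 deg C) is quantified with a one-step lysis HTRF kit, anti-cAMP cryptate versus cAMP-d2.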
# AT treatment: qHTS Assay for Identifying a Potential Treatment of Ataxia-Telangiectasia; Potency, µM (top dose mostly 57.5 µM), inactives show at the highest dose activation, actives largely listed as activators; […] A-T fibroblasts, KAP-1 phosphorylation AlphaLISA; neocarzinostatin DNA damage 30 min before lysis; hit rate 0.19% among 320,000; note: potency is the fitted concentration of half-maximal effect; % of control where 0% means no effect; nearly all actives have a fitted effect of over 45% in size
#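 hTERT-immortalized A-T patient fibroblasts ([…]), 500 cells/well in OPTI-MEM, 1% FBS, got compounds for 60 min, then NCS for 30 min at 37C. Lysates were then assayed for phospho-KAP-1 by AlphaLISA (anti-pKAP1 donor, anti-KAP1 acceptor beads), 6 hr at 25C.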
# hERG WT inh: qHTS for Inhibitors of KCHN2 3.1: Wildtype qHTS | Voltage-gated inwardly rectifying potassium channel KCNH2 (Homo sapiens), Q12809 | U2OS, BacMam KCNH2, thallium flux FluxOr; hits give low values | activity change, % at 1.84 µM | hit rate 0.37% among 340,000;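 active = maximum activity change below -70%; inconclusive = maximum activity change between -70% and -50%; inactive = maximum activity change above -50%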; note: % is set by controls: 0 for no effect and ±100 for the full control effect
#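 U2OS cells were transduced with wild-type KCNH2 virus (2.03 x 10^8 / mL) for 4 h at room temperature, then cultured overnight at 37 C. Thallium flux was read with FluxOr dye. Rate constants were normalized to DMSO controls.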
# Tb PFK inh: qHTS Assay to Find Inhibitors of T. brucei phosphofructokinase; ATP-dependent 6-phosphofructokinase (Trypanosoma brucei brucei), O15648; T. brucei PFK, ADP-Glo luminescence; Potency, µM (doses to about 57.5 µM), for the others: top-dose activity, negative = inhibition, actives largely listed as inhibitors; hit rate 0.17% among 330,000;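 note: potency is the fitted concentration of half-maximal effect; 0% = uninhibited 1x PFK enzyme wells and -100% = no-enzyme wells; nearly all actives have a fitted effect of over 60% in size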
# Target sequence (O15648 whole entry, looked up): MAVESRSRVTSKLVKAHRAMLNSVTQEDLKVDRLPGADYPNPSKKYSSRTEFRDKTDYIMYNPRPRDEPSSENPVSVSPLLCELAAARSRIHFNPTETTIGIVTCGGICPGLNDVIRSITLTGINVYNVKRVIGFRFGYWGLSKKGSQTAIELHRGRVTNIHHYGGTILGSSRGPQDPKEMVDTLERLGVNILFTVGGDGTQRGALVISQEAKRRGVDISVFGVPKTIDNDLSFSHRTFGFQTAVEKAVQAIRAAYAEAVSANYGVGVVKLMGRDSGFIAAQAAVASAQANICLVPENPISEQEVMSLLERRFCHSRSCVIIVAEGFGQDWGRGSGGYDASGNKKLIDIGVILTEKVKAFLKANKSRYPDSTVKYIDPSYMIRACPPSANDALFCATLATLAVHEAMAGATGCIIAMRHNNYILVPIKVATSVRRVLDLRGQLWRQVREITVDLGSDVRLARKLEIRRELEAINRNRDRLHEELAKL
#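 PFK 1.25 nM, F6P 0.5 mM, ATP 0.1 mM, 0.1 M TEA pH 8.0, 5 mM MgCl2, 0.01% Tween20, 0.1% BSA; 45 min RT. ADP-Glo readout. qHTS titration up to 57 uM; curves fitted, compounds curve-classed.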
# GALK inhibitor: qHTS Assay for Inhibitors of Human Galactokinase (GALK). P51570. Purified GALK, Kinase-Glo residual ATP luminescence. Potency, µM (series often up to 57.5 µM), for the others: at the top dose activity change, negative = inhibition, actives largely listed as inhibitors. hit rate 0.007% among 270,000. AID 1868, 2009; note: potency is the fitted concentration of half-maximal effect; % is set by controls: 0 for no effect and ±100 for the full control effect
# Target sequence (P51570 whole entry, looked up): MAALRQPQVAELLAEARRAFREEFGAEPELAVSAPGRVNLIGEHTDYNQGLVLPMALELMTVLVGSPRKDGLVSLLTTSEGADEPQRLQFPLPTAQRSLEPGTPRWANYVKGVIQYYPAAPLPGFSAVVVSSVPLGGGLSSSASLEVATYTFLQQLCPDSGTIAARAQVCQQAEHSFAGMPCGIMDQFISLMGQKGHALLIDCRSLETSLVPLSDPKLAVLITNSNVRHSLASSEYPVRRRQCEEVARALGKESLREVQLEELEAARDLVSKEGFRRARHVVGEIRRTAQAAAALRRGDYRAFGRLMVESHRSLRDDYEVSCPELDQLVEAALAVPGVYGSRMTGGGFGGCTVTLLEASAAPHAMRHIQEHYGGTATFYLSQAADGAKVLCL
#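 Kinase-Glo Plus luminescence measured ATP left after a 1 h room-temperature reaction. The reaction used 5 nM GALK, 100 uM galactose and 35 uM ATP at pH 8.0 (20 mM HEPES, 5 mM MgCl2, 60 mM NaCl, 1 mM DTT, 0.01% BSA).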
# Giardia kill: Small Molecules that selectively kill Giardia lamblia: qHTS | Giardia lamblia trophozoite viability | hit rate 0.15% among 340,000 | AID 540267, 2011 | activity change, % at 7.66 µM, hits read low; in the data active = activity change below about -80%; inconclusive = between about -30% and that limit;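 note: parasites exposed to compound for two days anaerobically before the ATP read; % is set by controls: 0 for no effect and ±100 for the full control effect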
#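 Media and compound were dispensed first, then trophozoites at 100 cells/well; plates sat 48 hrs at 37 deg C without oxygen before ATP luminescence reagent was added and read after 15-30 min at room temperature.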
# BCR signal inh: qHTS Assay to Find Inhibitors of Chronic Active B-Cell Receptor Signaling; ABC-DLBCL IkBa-CBG/CBR reporter, luminescence ratio, 4 h; Potency, µM (titrated, usually from 46.1 µM), for inactives: at the top dose ratio change, negative = lower green/red ratio, usual class: inhibitors; hit rate 0.05% among 340,000; active = well fitted inhibition curve with a large enough effect in the signal ratio, with a control signal flat, not every such curve was filed as active; inconclusive = small, poorly fitted or top-dose-only effect, or effect the other way, or a change in a side signal; the % refers to the signal ratio;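 note: potency is the fitted concentration of half-maximal effect; plate controls were basal doxycycline-induced cells for no effect and cells given 10 µM MG132 for full effect; MG132 reads +100%, hits lower the ratio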
#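 Compounds up to 46 uM were incubated four hours with TMD8 cells whose green CBG68 luciferase is fused to IkappaBalpha; red CBR luminescence normalised the signal, and concentration-effect curves were fitted to fusion, red and ratio data.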
# MLL CXXC-DNA inh: qHTS Fluorescence Polarization Assay for Inhibitors of MLL CXXC domain - DNA interaction. Histone-lysine N-methyltransferase 2A (Homo sapiens), Q03164. Potency, µM (titrated, usually from 115 µM), for inactives: at the top dose activity change, negative = inhibition, hits mostly inhibitors. hit rate 0.037% among 290,000. MLL-CXXC / FITC-HOXA9 DNA fluorescence polarization; active = well fitted inhibition curve with a large enough effect in the polarisation, with a control signal flat, not every such curve was filed as active; inconclusive = small, poorly fitted or top-dose-only effect, or effect the other way, or a change in a side signal; inactive = no such curve, though single readings can be large or run the other way; the % refers to the polarisation; note: potency is the fitted concentration of half-maximal effect
#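 Steps: dispense CXXC domain solution (7 uM) → pin compounds or unlabeled HOX-A9 DNA control → 5 min ambient → add FLSN-HOX-A9 solution (50 nM) → spin → 30 min ambient → fluorescence polarization. Tris pH 7.5/NaCl/DTT/BSA buffer.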
# Coupling enz: qHTS Assay for Inhibitors of Fructose-1,6-bisphosphate Aldolase from Giardia Lamblia: Coupling assay counterscreen; hit rate 0.67% among 290,000; activity change, negative = inhibition, % at 58.2 µM, hits read low; coupling enzyme system counterscreen, AmpLite Red fluorescence; AID 2472, 2010; in the data active = activity change below about -30%; note: % is set by controls: 0 for no effect and ±100 for the full control effect
#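 Final compound at 57.5 uM, incubated 10 min at RT with coupling enzyme reagent (glyceraldehyde-3-phosphate), then 20 min with substrate and AmpLite Red detection. Fluorescence read at 525/598 nm; tests interference with the coupling assay, not aldolase inhibition.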
# An asterisk follows results filed as active; ? = inconclusive; . = not tested or not shown; [ ] = remark or other dose. Unless noted, calls come from the whole dose curve; as a rule, active = well fitted curve in the direction sought with a large enough effect; inconclusive = small, poorly fitted or top-dose-only effect, or another doubt; inactive = no such curve, though single readings can be large; an effect the other way counts as inactive or inconclusive.
SMILES,TCR activator,TSHR antagonist,AT treatment,hERG WT inh,Tb PFK inh,GALK inhibitor,Giardia kill,BCR signal inh,MLL CXXC-DNA inh,Coupling enz
COC(=O)CSc1nc(-c2ccccc2)cc(-c2ccco2)c1C#N,1.2%,?,.,5.4,?,-0.7%,-4.9,?,-7.9%,-31.9*
CCOc1ccccc1C(=O)N1CCN=C1SC,0.3%,10.5,.,-4.7,0.2%,2.3%,-10.2,6.4%,10.6%,3.3
COc1ccc(-c2nc(-c3cccc(C)c3)nc(Cl)c2C#N)cc1,.,-3.7,-6.0%,.,-0.1%,-0.3%,.,?,53.0%[activator],2.6
CCOc1ccccc1C1N(c2ccc(F)cc2)C(=O)C2CCCN21 (configuration not stated),.,2.4,-0.6%,-6.1,-16.9%,0.3%,0.6,-2.4%,0.4%,-0.9
CCOC(=O)C1=C(C)Nc2nnnn2C1c1ccc(OC)c(Br)c1 (configuration not stated),-4.7%[46.1 µM],-0.1,16.4%,0.1,-6.7%,-0.3%,5.7,?,17.2%,-13.0
COc1cc(O)c(CCC(=O)c2cc(OC)c(OC)c(OC)c2)c(OC)c1,-4.6%[46.1 µM],3.4,3.1%,1.9,2.3%,2.2%,8.6,-11.2%,-4.9%,-0.5
Cc1cc(C)nc(N2CCCC(C(=O)NCCc3cccc(F)c3)C2)n1 (configuration not stated),7.5%,-6.5,0.6%,-2.4,-0.9%,1.6%,-11.4,?,13.5%,4.1
CC(=O)c1cccc(NS(=O)(=O)c2ccc(N/C=C\C(=O)c3ccc(F)cc3)cc2)c1,0.6%,-33.7,-1.7%,0.9,0.0%,-2.6%,-1.9,?,15.6%,.
CNCCCOc1cccc(Oc2ccccc2)c1,3.1%,4.3,4.0%,-2.8,-6.0%,4.7%,-25.1,?,0.0%,2.0
CCOC(=O)CC[C@H](NC(=O)Cn1cnc2c(OCc3ccccc3)ncnc21)C(=O)OCC,1.1%,-13.7,0.9%,-14.6,0.0%,.,2.9,0.5%,.,.
CC(=O)Nc1ccc(NC(=O)C(C)OC(=O)/C=C/c2cnc3ccccc3n2)cc1 (configuration not stated),-8.2%,-7.6,1.4%,-2.6,3.2%,-0.6%,3.5,-3.5%,-11.9%,-0.7
COc1ccccc1Cn1nnc2c(=O)[nH]c(C3CCN(C(=O)c4ccc(F)cc4)CC3)nc21,4.3%,-8.9,-1.6%,1.5,0.6%,2.7%,10.7,2.0%,-0.4%,1.3
CCCN(CCC)Cc1c(C(=O)N/N=C/C(C)=C\c2ccco2)nnn1-c1nonc1N,1.9%,-32.5,.,3.3,5.5%,-0.5%,4.5,?,7.1%,-1.2
CCCC(CCC(=O)OC)(C(=O)OCC)c1csc(N)n1 (configuration not stated),-9.5%,8.5,-9.0%,-6.6,3.0%,7.0%,1.2,2.2%,-0.1%,-0.8
CCOc1cc(NC(=S)NCc2ccco2)c(OCC)cc1NC(=O)CC(C)C,3.9%[46.1 µM],18.8,4.5%,-1.7,-0.4%,0.8%,13.7,3.7%,?,-0.9
Cc1cc2nc(SCCOC(=O)Nc3ccc(Cl)cc3)nc(C)c2cc1C,-2.1%,?,34.5%,5.1,4.8%[0.46 µM],-0.1%,-2.3,1.6%,8.6%,6.3
CCCNC(=O)c1ccc2c(c1)C1C3CCC(C3)C1C(c1ccccc1)N2 (configuration not stated),-1.7%,-10.2,2.7%,6.1,0.1%,-2.7%,13.2,?,8.2%,2.5
Cc1noc(C)c1CSc1nnc(-c2c[nH]c3ccccc23)n1-c1ccc(Cl)cc1,5.1%,-8.9,-5.2%,2.0,-0.7%,2.7%,-23.6,0.2%,-13.3%,1.2
O=S(=O)(Nc1cccc(-c2cn3c(n2)SCC3)c1)c1ccc(F)cc1F,.,50.7,28.2%,-7.5,-14.5%,6.1%,-5.0,-2.8%,-8.0%,.
CC(CC(=O)Nc1ccc(F)cc1F)S(=O)(=O)c1ccc2c(c1)NC(=O)CO2 (configuration not stated),-0.5%,0.6,-3.1%,-2.3,-2.3%,-1.3%,21.2,1.4%,-8.9%,.
O=C(N=Nc1c(O)[nH]c2ccccc12)c1cc(NS(=O)(=O)c2cccs2)cc(NS(=O)(=O)c2cccs2)c1,-3.4%,4.2,-0.5%,1.7,-2.0%,-1.8%,1.6,1.0%,-4.4%,-1.5
COc1ccc(CNCCC(c2ccccc2)c2ccc3c(c2)OCO3)cc1 (configuration not stated),4.1%,4.1,13.7%,-23.5,0.4%,4.1%,5.7,?,51.1%[activator],-5.8
CCOc1cc(C)nc(N2CCC(C(=O)Nc3ccccc3OCC)CC2)n1,.,-9.9,-7.6%,-4.9,7.6%,1.5%,0.4,?,1.8%,0.4
O=C(COC(=O)COc1ccccc1)NC1CCCc2ccccc21 (configuration not stated),2.3%[46.1 µM],1.1,-0.3%,-1.8,1.1%,-1.2%,-14.1,8.6%,2.3%,1.9
CC1=CC(=C(C#N)C#N)c2ccccc2N1C,-0.5%,3.1,0.3%,3.4,0.8%,-1.8%,-16.2,13.6%,?,1.0
Cc1nc(C(=O)N2CCCC(Nc3ccc(C)c(C)c3)C2)cs1 (configuration not stated),5.5%,-11.6,-3.0%,-1.6,1.6%,-1.3%,-4.0,-4.3%,11.6%,.
O=C(CC1C(=O)NCCN1C(=O)Nc1ccccc1)Nc1cc(Cl)ccc1Cl (configuration not stated),5.4%,-1.8,-5.3%,-2.7,0.3%,0.0%,15.1,?,-0.7%,-2.6
COCCNC(=S)N1CCN(C)CC1,-1.6%,6.5,?,0.7,0.1%,-1.0%,1.5,-2.2%,-9.8%,-0.4
COc1ccc(C(=O)NNC(=O)Cc2ccc([N+](=O)[O-])cc2)cc1,-1.2%,2.6,-0.7%,47.6,-18.9%,1.6%,-13.7,-7.0%,14.0%,1.3
COC(=O)Cc1ccc(NC(=O)c2ccc(Br)o2)cc1,-2.0%,9.6,-11.6%,3.4,0.2%,0.0%,-5.8,?,-2.7%,-3.9
COC(=O)c1ccc(S(=O)(=O)NC(C)(C)C)n1C,-2.9%,1.6,-1.0%,-3.3,0.2%,-0.2%,19.7,2.2%,0.4%,1.2
COc1ccc(NC(=O)c2ccccc2Oc2ccccc2)c(OC)c1,9.2%,14.0,25.2%,-12.0,-0.6%,.,-0.3,28.1%,-2.5%,1.3
COc1ccc(S(=O)(=O)N(C)CC(=O)Nc2ccccc2C(F)(F)F)cc1Cl,4.7%,-2.6,0.1%,-10.4,0.7%,-1.9%,6.4,6.8%,?,0.1
CSCCC(NC(=O)c1ccc(Cl)cc1)C(=O)OCC(=O)c1ccc[nH]1 (configuration not stated),-9.6%[46.1 µM],7.9,-0.2%,32.3,0.0%,-2.0%,16.9,?,10.2%,-1.4
O=C(Nc1ccc(S(=O)(=O)C(F)F)cc1)c1ccc2c(=O)n3c(nc2c1)CCC3,3.2%,.,8.8%,-6.4,-21.8%,.,9.6,9.4%,.,.
O=C(OCC(=O)N1CCN(c2ccccc2)CC1)c1ccncc1,-2.7%,9.3,-11.3%,-1.3,-0.1%,.,3.1,7.6%,.,.
COc1ccc(C2=NN(C(=O)c3ccncc3)C(c3ccccc3O)C2)cc1 (configuration not stated),-15.3%,1.3,0.8%,-9.1,-0.3%,14.3%,7.7,-1.2%,26.0%,2.5
COc1cccc(NC(=O)N2CCCC2C(=O)Nc2ccc3c(c2)OCCO3)c1 (configuration not stated),-0.4%,30.2,-1.2%,-6.5,-1.0%,1.2%,6.1,-3.4%,1.9%,0.5
CC(=O)N1c2ccccc2CCc2ccc([N+](=O)[O-])cc21,-5.5%,0.9,1.1%,3.0,-21.2%,7.1%,-2.2,3.3%,-1.3%,0.7
Cc1ccc(NC(=O)COC(=O)C2CC(=O)N(Cc3ccccc3)C2)cc1F (configuration not stated),-7.2%,-7.9,-2.9%,3.7,2.9%,0.6%,16.8,-7.3%,10.0%,2.1

# Screening results deposited in PubChem by National Center for Advancing Translational Sciences (NCATS).

# The order is random; any-hit rate near 1.6%.
